Assay outcomes as filed in PubChem.
LRH-1 inv ag – LRH-1 (NR5A2) inverse agonists, primary screen, cell-based, luminescence, HEK293T, StAR-luciferase reporter; Nuclear receptor subfamily 5 group A member 2 (Homo sapiens), O00482; LRH-1 transfected, 24 h; inhibition, % at 3.6 µM; 360,000 tested, 0.13% active; AID 602396, 2012;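 active means inhibition above the mean inhibition of all tested compounds plus 3 SD, cut at about 73% in these data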;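 further: 0% = DMSO wells and 100% = reporter-only cells lacking LRH-1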
NOD2-RIPK2 inh – NOD2-RIPK2 binding disruptors in cells, primary screen, fluorescence, CHO cells, BLA complementation; Receptor-interacting serine/threonine-protein kinase 2 (Homo sapiens), O43353; CCF4 ratio; inhibition, % at 4.98 µM; 360,000 tested, 0.38% active; AID 624267, 2012; in the data active means inhibition above about 21%;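 further: 0% = vehicle only and 100% = reference blocker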
Target sequence (O43353 whole entry, looked up): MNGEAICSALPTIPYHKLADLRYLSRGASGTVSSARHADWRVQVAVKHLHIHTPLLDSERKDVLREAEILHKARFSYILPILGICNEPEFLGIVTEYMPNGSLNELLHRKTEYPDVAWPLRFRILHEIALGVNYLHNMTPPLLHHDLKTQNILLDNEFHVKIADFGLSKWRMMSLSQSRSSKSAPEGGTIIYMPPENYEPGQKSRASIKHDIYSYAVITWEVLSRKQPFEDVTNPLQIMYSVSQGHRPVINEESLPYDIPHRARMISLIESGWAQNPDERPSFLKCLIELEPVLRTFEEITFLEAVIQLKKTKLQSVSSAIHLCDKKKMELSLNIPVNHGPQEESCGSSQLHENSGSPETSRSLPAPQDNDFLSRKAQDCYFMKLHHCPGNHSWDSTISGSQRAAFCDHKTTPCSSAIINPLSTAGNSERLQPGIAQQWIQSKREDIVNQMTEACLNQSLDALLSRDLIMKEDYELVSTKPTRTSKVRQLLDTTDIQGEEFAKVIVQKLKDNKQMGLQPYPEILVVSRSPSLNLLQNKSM
NCOA2 inhibitor – inhibition of GAL4-SRC2 driven luciferase reporter, primary screen, SRC2 inhibitor project, cell-based, luminescence; inhibition, % at 9 µM; HEK293 GAL4-SRC2 luciferase reporter; 370,000 tested, 0.17% active;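 active means inhibition above the mean inhibition of all tested compounds plus 3 SD, set per campaign, cut at about 52% in these data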;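 further: 0% = DMSO treated cells and 100% = cells given Gossypol at 36 µM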
NR2F2 inh – NR2F2 transcriptional activity inhibitors, primary screen, cell-based, luciferase reporter, HEK293T, luminescence; COUP transcription factor 2 (Homo sapiens), P24468; HEK293T NGFI-A luciferase reporter; inhibition, % at 8.6 µM; 370,000 tested, 0.7% active; AID 686940, 2013;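 active means inhibition above a per-plate cutoff, mean inhibition of test wells between control levels plus 3 SD, cut at about 38% in these data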;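 further: cells cotransfected with COUP-TFII expression vector driving the NGFI-A reporter; 0% = median of COUP-TF2 test wells and 100% = reporter-only cells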
Target sequence (P24468 whole entry, looked up): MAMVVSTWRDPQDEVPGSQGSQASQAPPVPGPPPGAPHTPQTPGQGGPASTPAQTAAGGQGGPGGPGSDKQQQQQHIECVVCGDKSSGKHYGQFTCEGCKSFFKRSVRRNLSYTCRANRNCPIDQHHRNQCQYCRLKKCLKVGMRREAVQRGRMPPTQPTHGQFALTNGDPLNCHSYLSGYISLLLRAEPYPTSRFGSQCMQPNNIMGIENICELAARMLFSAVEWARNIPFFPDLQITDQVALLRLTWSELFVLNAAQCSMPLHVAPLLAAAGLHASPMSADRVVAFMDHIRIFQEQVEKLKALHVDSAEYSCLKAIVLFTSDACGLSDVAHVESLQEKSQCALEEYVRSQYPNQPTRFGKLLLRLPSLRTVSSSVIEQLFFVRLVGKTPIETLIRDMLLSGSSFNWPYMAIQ
LMP1 NFkB inh – EBV LMP1-driven NF-kappaB luciferase reporter inhibitors, primary screen, cell-based, luminescence, single point; inhibition, % at 12.5 µM; LMP1-induced NF-kappaB luciferase reporter cells; 350,000 tested, 0.69% active; in the data active means inhibition above about 41%;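 further: 0% = neutral control wells and 100% = reference inhibitor control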
TROY NFkB inh – inhibitors of TROY-driven NF-kB signaling, primary screen, Q293 LMP1-TROYcd cells, NF-kB luciferase, uHTS. Q293 LMP1-TROYcd NF-kB luciferase reporter, 4 h. inhibition, % at 10 µM. 360,000 tested, 0.98% active;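 active means compounds whose plate-normalised and pattern-corrected inhibition of the luciferase reporter signal at the single screening dose is 50% or more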
C8 TRAIL sens – viability loss with TRAIL in NB7+C8 cells, primary screen, TRAIL sensitizer project, cell-based, ATPlite luminescence; inhibition (viability loss, TRAIL sensitization), % at 10 µM; AID 624354, 2012; 360,000 tested, 1% active;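 active means compounds causing at least 50% loss of cell viability in the single-dose screen, relative to plate controls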
TWEAK Fn14 block – inhibitors of TWEAK-Fn14 signaling, primary screen, luciferase reporter cells, uHTS; 360,000 tested, 2% active; inhibition, % at 10 µM; TWEAK-stimulated Fn14 reporter cells, luciferase luminescence, 8 h; in the data active means inhibition above about 50%
SRC3 inh – SRC3 coactivator transcriptional activity inhibitors, primary screen, cell-based, luminescence; 360,000 tested, 0.17% active; HEK293 GAL4-SRC3 luciferase reporter; inhibition, % at 3.6 µM; Nuclear receptor coactivator 3 (Homo sapiens), Q9Y6Q9;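 active means inhibition above a per-campaign cutoff, the mean of all compounds plus 3 SD, cut at about 60% in these data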;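 further: 0% = DMSO-treated cells and 100% = gossypol-treated cells at 36 µM; higher means less SRC3-driven luciferase light from the GAL4 reporter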
TLR9-MyD88 inh – inhibitors of TLR9-MyD88 association in cells, primary screen, cell-based, CHO, BLA complementation, fluorescence. CCF4 FRET ratio. inhibition, % at 4.98 µM. Toll-like receptor 9 (Homo sapiens) + Myeloid differentiation primary response protein …. 340,000 tested, 0.21% active;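 active means inhibition above the mean over all tested compounds plus 3 SD, cut at about 21% in these data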;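 further: 0% = DMSO only wells and 100% = clavulanate BLA inhibitor control wells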
NCOA1 inh – SRC1 coactivator transcriptional activity inhibitors, primary screen, cell-based, luminescence; Nuclear receptor coactivator 1 (Homo sapiens), Q15788; HEK293 GAL4-SRC1 luciferase reporter; inhibition, % at 3.6 µM; 360,000 tested, 0.12% active; AID 588354, 2011;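 active means inhibition above the campaign mean plus 3 SD, with each screening campaign given its own cutoff, cut at about 60% in these data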;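 further: 0% = DMSO treated cells and 100% = gossypol at 36 µM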
* hit, by the source's call; . = no result given.

SMILES	LRH-1 inv ag	NOD2-RIPK2 inh	NCOA2 inhibitor	NR2F2 inh	LMP1 NFkB inh	TROY NFkB inh	C8 TRAIL sens	TWEAK Fn14 block	SRC3 inh	TLR9-MyD88 inh	NCOA1 inh
Cc1c(OCC(=O)C(C)(C)C)ccc2c(-c3ccccc3)cc(=O)oc12	8	2	2	4	-1	6	-11	-8	14	9	-10
O=C1OC2(c3ccccc31)c1ccccc1-c1ccccc12	1	5	5	0	-4	-11	11	33	-14	-13	-13
O=C(Cn1nnc(-c2ccc(CN3CCOCC3)cc2)n1)N1CCCc2ccccc21	2	0	-8	1	7	13	14	-6	-6	-4	6
O=C(CCC(=O)N1CCN(c2ccc(F)cc2)CC1)c1ccccc1	20	-4	5	-11	-11	-18	-10	-1	-2	7	-25
CCc1ccc(NC(=O)CSc2nc(N)c(NC(=O)c3ccc(F)c(F)c3)c(=O)[nH]2)cc1	10	5	-16	7	-4	-10	6	-19	15	-1	-3
Cc1ccc(NC(=S)N2CCC(c3ccc(C)cc3)C2)cc1 (centres undefined)	-41	-4	-27	-18	3	-60	8	-21	-14	6	-28
O=c1cc(N2CCN(Cc3ccccc3)CC2)[nH]c(=O)n1-c1cccc(C(F)(F)F)c1	7	-1	14	15	-15	-2	0	-1	0	-8	-3
Cc1cc(C)c(S(=O)(=O)N2CCCC(C(=O)NCc3ccccn3)C2)c(C)c1 (centres undefined)	-9	-13	-15	9	-8	5	6	1	-8	0	-9
Cc1nonc1-c1csc(N)n1	13	-13	-27	9	4	11	-10	4	7	-4	3
CN1CCN(c2ccc(-c3ccnn3C(=O)Nc3ccccc3)cc2)CC1	-45	-4	-51	-36	-3	-35	14	-7	-62	-1	-64
CCN(c1ccc(OC)cc1)c1ncnc2nc[nH]c12	22	-10	49	38*	26	38	-8	59*	49	-6	66*
N#CC(Cc1cc2ccccc2n1S(=O)(=O)c1ccccc1)OCc1ccccc1 (centres undefined)	4	-13	-16	1	-11	-2	11	26	-26	-5	13
CCCc1cc(=O)[nH]c(N/N=C/C=C\c2ccccc2)n1	10	12	-8	-14	3	-14	-1	-13	10	9	-2
Cc1ccc(C(=O)n2cnc3ccccc32)cc1C	-7	4	-1	23	1	-7	2	3	6	-5	-9
O=C(c1ccco1)N1N=C(c2cccs2)CC1c1cc([N+](=O)[O-])ccc1O (centres undefined)	6	4	-8	-11	-3	-8	-9	-2	3	-10	-43
CCOC(=O)c1c(C)n(-c2ccccc2)c2ccc(O)c(CN(C)C)c12	13	-2	-14	6	4	15	-9	-11	0	-5	8
COCCNC(=O)CSc1nc(N)c(NC(=O)c2ccccc2F)c(=O)[nH]1	-21	2	-5	-6	-3	-3	19	19	11	4	-1
O=C(CCC1CCCCC1)NCc1cccs1	2	7	12	0	-5	-27	-1	-13	9	-1	-8
CCC(C)(C)NC(=O)C(c1ccncc1)N(C(=O)Cn1nnc2ccccc21)c1cc2c(cc1C(C)=O)OCO2 (centres undefined)	1	-10	-17	-15	-3	-3	3	-6	15	-1	-9
Cc1csc(SCC(=O)N2CCCC2)n1	-1	-4	-24	-14	0	19	2	0	-12	11	3
C/C(N)=C(/C#N)C(=O)COC(=O)c1cc2c(s1)CCCC2	-3	-8	-16	-11	-21	-42	-1	-8	1	-7	3
O=C(C1COc2ccccc2O1)N1CCN(c2ccccn2)CC1 (centres undefined)	6	-7	-15	-19	0	-18	3	4	0	-12	5
O=C(CNC(=S)N(CCCN1CCOCC1)Cc1cccs1)N1CCCC1	17	1	-3	4	6	-16	10	2	8	-14	-11
CN(C(=O)c1cccc(NC(=O)Cc2ccc([N+](=O)[O-])cc2)c1)C1CCCCC1	4	-2	22	28	10	15	8	-13	3	2	8
Nc1c2c(=O)oc(-c3ccccc3)cc2nn1-c1ccccc1	-158	1	-26	-43	-19	-32	15	0	-110	-20	-91

Quoted at random: 3 records from the list.
SMILES	LRH-1 inv ag	NOD2-RIPK2 inh	NCOA2 inhibitor	NR2F2 inh	LMP1 NFkB inh	TROY NFkB inh	C8 TRAIL sens	TWEAK Fn14 block	SRC3 inh	TLR9-MyD88 inh	NCOA1 inh
O=C(Cn1nnc(-c2ccc(CN3CCOCC3)cc2)n1)N1CCCc2ccccc21	2	0	-8	1	7	13	14	-6	-6	-4	6
CN(C(=O)c1cccc(NC(=O)Cc2ccc([N+](=O)[O-])cc2)c1)C1CCCCC1	4	-2	22	28	10	15	8	-13	3	2	8
CCN(c1ccc(OC)cc1)c1ncnc2nc[nH]c12	22	-10	49	38*	26	38	-8	59*	49	-6	66*

More entries follow.
SMILES	LRH-1 inv ag	NOD2-RIPK2 inh	NCOA2 inhibitor	NR2F2 inh	LMP1 NFkB inh	TROY NFkB inh	C8 TRAIL sens	TWEAK Fn14 block	SRC3 inh	TLR9-MyD88 inh	NCOA1 inh
CCC(=O)NNc1nc2c(C)c(C)ccc2s1	-5	-8	-16	6	-1	-45	-8	4	-5	2	-3
CCOc1cc(CNc2ccc3cn[nH]c3c2)ccc1OC	15	-3	-25	-20	-1	-3	-14	21	2	7	-1
CC1(Cc2cc(Cl)ccc2C(F)(F)F)C(=O)Nc2cc(C(F)(F)F)ccc21 (centres undefined)	22	-4	-15	7	.	9	10	12	10	.	5
O=C(NCc1ccccc1)c1ccc(-c2ccccc2F)o1	-83	-6	-37	-35	-38	-20	25	-2	-48	1	-77
C=CCNC(=S)N1N=C(c2ccco2)CC1c1ccco1 (centres undefined)	8	-11	-18	11	-1	5	-3	5	6	0	13
Cn1cnnc1SCC(=O)c1ccc2c(c1)CCCC2	-53	-1	-54	-34	-4	-27	-9	-11	-53	-10	-60
COc1ccc(-n2nnnc2C(c2ccnc3ccccc23)N2CCN(C/C=C/c3ccccc3)CC2)cc1 (centres undefined)	19	-7	20	11	.	-2	-14	15	28	.	4
O=C(O/N=C1\CCS(=O)(=O)c2sccc21)C1CC1	-3	0	5	20	-9	-14	-4	1	-5	1	-35
COCCNC(=O)Nc1ccc2nc(-c3ccco3)c(-c3ccco3)nc2c1	-3	9	8	-11	3	1	-4	23	13	-7	-15
CCOC(=O)c1c(-c2ccc(C)s2)csc1NC(=O)c1cccs1	-15	-1	-24	-15	-7	16	0	13	-3	9	-1
Cc1ccc(NC(=O)CN(C)C(=O)Cc2coc3cc(C)c(C)cc23)cc1	7	-3	3	6	-4	-23	8	-19	3	-7	7
COc1ccc(-c2nnc(NC(=O)c3cc(C)on3)s2)cc1	-1	-9	-27	-11	2	-25	31	8	-8	1	-12
COc1ccc(C(C)(O)c2nc(-c3ccoc3)cs2)cc1 (centres undefined)	35	-2	-2	-2	.	-8	7	13	2	.	-3
CC(C)=CCN1CCN(Cc2cccc3c2OCO3)CC1CCO (centres undefined)	5	6	11	10	-3	12	2	6	8	-7	13
Cc1ccc(CNC(=O)C2CCN(S(=O)(=O)N3CCCCC3)CC2)cc1	-10	-15	5	0	0	-20	-4	-12	7	-13	14
CCc1ccc(NC(=O)CNC(=O)[C@@H]2Cc3ccccc3CN2)cc1	0	4	-21	-18	-9	-18	9	4	-17	2	13
COC(=O)c1c(NC(=O)CCCC(=O)O)sc(C)c1C	-1	4	24	-6	1	.	-4	13	-3	-1	15
COC(=O)C1C(c2ccc(Cl)cc2)NC(c2ccc(Cl)cc2)C(C(=O)OC)S1(=O)=O (centres undefined)	-8	0	-23	-9	12	-2	-3	-26	5	2	12
CCCCc1c(C)c2ccc(OC)c(/C(C)=N\O)c2oc1=O	-18	-13	12	6	-3	-32	-15	-1	1	1	-5
CN(CC(=O)Nc1ccc(OC(F)(F)F)cc1)C(=O)/C=C/c1ccco1	10	13	-7	-12	-10	9	7	-1	-3	-4	-5
CC1CCCCN1CCNC(=O)C1CC(=O)N(c2ccc(F)c(Cl)c2)C1 (centres undefined)	8	1	-27	1	-2	.	-2	11	-1	-1	7
CC1CCC(NC(=O)c2ccc(N3CCCC3=O)cc2)CC1 (centres undefined)	-43	2	-54	-33	-11	1	16	-11	-51	-5	-44
Cc1ccc(N2CC(C(=O)OCC(=O)Nc3cccc(Cl)c3C)CC2=O)cc1 (centres undefined)	0	-10	-8	-5	6	7	-8	-7	-2	2	-10
OCCC1CN(Cc2cnc(-c3ccc(Cl)cc3)nc2)CCN1C1CCCCC1 (centres undefined)	8	7	6	37*	22	16	0	6	10	1	9
CCc1ccccc1NC(=O)COc1ccc2c(c1)OCO2	-24	-5	-17	4	-1	4	28	16	6	10	-13
(next part)
SMILES	LRH-1 inv ag	NOD2-RIPK2 inh	NCOA2 inhibitor	NR2F2 inh	LMP1 NFkB inh	TROY NFkB inh	C8 TRAIL sens	TWEAK Fn14 block	SRC3 inh	TLR9-MyD88 inh	NCOA1 inh
COc1ccc(-c2cn(-c3ccc(C)cc3C)c(=O)[nH]2)cc1OC	-11	-5	-11	16	-1	4	3	-2	9	-1	0
CCOc1ccc(-c2nnc(-c3cccnc3)o2)cc1OCC	-11	-1	8	-5	-37	-17	-13	-9	-1	11	-12
CC(=O)c1ccc(NC(=O)Nc2ncn(Cc3cccc(C)c3)n2)cc1	2	5	-7	-3	6	2	0	-3	-9	4	-10
Cc1cccc(NC(=O)CNC(=O)CN2CCN(C)CC2)c1C	-2	-4	-2	-7	2	-7	-6	11	-16	0	5
COC(=O)c1ccc2c(=O)n(CCN3CCOCC3)c(SCC(=O)Nc3ccc(C)cc3)nc2c1	10	5	8	-16	7	-9	-18	-43	12	-7	-3
Cc1cccc(OCCCN2CCOCC2)c1	8	-3	-18	-19	10	-20	-34	-7	-3	-2	-4
CCC(C)CN1C(=O)CSCC1(C)C(=O)NCc1ccccc1 (centres undefined)	26	1	3	10	.	.	-14	.	.	.	.
CC(NC(=O)COc1ccc(Br)cc1)C(=O)O (centres undefined)	-14	-14	-1	3	-2	11	7	4	-4	-5	-2
CCOC(=O)Cn1c(-c2ccc(OC)cc2)c(-c2ccc(OC)cc2)nnc1=O	23	-1	20	4	5	6	2	-4	0	6	8
COc1ccc(-n2c(Cn3c(=O)sc4ccccc43)nnc2SCC(=O)N2CCOCC2)cc1	26	-11	18	-15	3	-21	0	-7	3	-1	2
CCSc1ccc(-c2ccc(C)cc2)nn1	-164	-8	-56	-68	3	-27	57*	-19	-92	-7	-126
Cc1cc(NC(=O)COC(=O)C2=NN(c3ccccc3)C(=O)CC2)c([N+](=O)[O-])cc1C	-9	1	0	7	-2	3	-13	-20	7	-1	-6
O=C1CCCCCC1C1(O)C(=O)Nc2ccccc21 (centres undefined)	-4	-3	-21	-5	2	5	-2	6	17	32*	-12
Cc1cc(NC(=O)c2ccc(Cl)cc2)n(CCOC(=O)c2ccc(Cl)cc2)n1	0	-9	-2	-11	6	-1	14	9	-6	-6	1
COc1ccccc1NC(=O)CN1CCSc2ccccc21	6	-6	-14	19	0	4	3	0	4	-1	-5

Only part of the results is shown. The share of hits here may be higher or lower than overall.
